# Source: PubChem
# CTSL1 counter: blocks F. hepatica cathepsin L1 in PFM18AAP counter-screen. recombinant F. hepatica cathepsin L1, Z-Leu-Arg-MCA fluorescence. inhibition, % at 5.96 µM. actives 0.49% (n = 300,000);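 active = inhibition above the mean of all tested compounds plus 3 SD, set per screening campaign, cut at about 17% in these data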;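 note: 0% = plate median of test compound wells and 100% = 1 µM Z-Phe-Ala-diazomethylketone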
# AHR act: activates the human aryl hydrocarbon receptor; AHR-responsive luciferase reporter cells, luminescence; activation, % at 5 µM; actives 2.5% (n = 320,000); in the data active = activation above about 47%;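 note: 0% = vehicle wells and 100% = reference agonist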
# PAFAH2 inh: PAFAH2 (human) inhibition; Q99487; recombinant PAFAH2, FP-rhodamine activity probe, fluorescence polarization; inhibition, % at 3.39 µM; actives 0.99% (n = 340,000); AID 492956;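 active = inhibition above the mean over all tested compounds plus 3 SD, cut at about 30% in these data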;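 note: inhibitors block probe labeling of enzyme so polarization drops; 0% = enzyme with DMSO and 100% = wells lacking PAFAH2 protein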
# HCV core dimer: HCV core protein dimerization inhibition; inhibition, % at 5 µM; AID 1899; TR-FRET GST/Flag-core106 dimerization, 1536-well; actives 0.33% (n = 300,000);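 active = inhibition above the mean of all tested compounds plus 3 SD, set per screening campaign, cut at about 45% in these data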
#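 Assay system: tagged HCV core106 pair (GST and Flag); medium: KF-containing HEPES buffer, pH 7.45, DTT, CHAPS, BSA; also added: Eu donor and XL665 acceptor anti-tag antibodies; dosing: 5 µM single dose; timing: compound-protein-antibody incubation 4 h at 22.5 °C; signal: TR-FRET 671 and 617 nm emission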
# TPT1 inhibitor: blocks Candida albicans tRNA 2'-phosphotransferase; inhibition, % at 5 µM; recombinant caTPT1, FP RNA substrate dephosphorylation; actives 0.81% (n = 300,000); AID 1962;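 active = inhibition above the mean of all tested compounds plus 3 SD, set per screening campaign, cut at about 24% in these data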;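 note: plate controls were DMSO alone for no effect and ferristatin control at 100 nM for full effect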
# procasp3 activ: activators of human procaspase-3; recombinant procaspase-3 D3A, Ac-DEVD-pNA absorbance 405 nm; P42574; AID 463141; actives 0.11% (n = 330,000); activation, % at 8.5 µM;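 active = activation above the mean of all tested compounds plus 3 SD, cut at about 21% in these data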;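 note: 0% = DMSO alone and 100% = DMSO wells spiked with extra 5 µM PC-3 D3A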
# Target sequence (P42574 whole entry D9A/D28A/D175A): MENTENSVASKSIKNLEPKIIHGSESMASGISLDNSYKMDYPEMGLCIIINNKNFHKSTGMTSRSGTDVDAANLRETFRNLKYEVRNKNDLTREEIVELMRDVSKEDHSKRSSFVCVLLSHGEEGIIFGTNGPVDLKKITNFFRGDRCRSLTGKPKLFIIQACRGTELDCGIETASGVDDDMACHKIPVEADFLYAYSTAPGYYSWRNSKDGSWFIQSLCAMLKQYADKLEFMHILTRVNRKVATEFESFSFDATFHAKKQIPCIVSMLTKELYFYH
#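 System: Procaspase-3 D3A mutant. Medium: Zinc-free 300 mM NaCl, 50 mM HEPES, 0.01% Triton X-100. Schedule: 1 h preincubation plus 2 h reaction at 25 °C. Measured by: 405 nm absorbance of p-nitroaniline, reads at 0 and 120 min. Read-out: percent activation relative to control range.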
# PP5 inh: blocks human protein phosphatase 5 activity; purified PP5c, OMFP substrate fluorescence; inhibition, % at 6.7 µM; actives 0.18% (n = 320,000); P53041;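 active = inhibition above the campaign's mean inhibition across all tested compounds plus 3 SD, cut at about 9.5% in these data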;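 note: 0% = DMSO only and 100% = 100 µM cantharidin control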
# proCasp7 act: counter-screen for procaspase-3 activators: activators of human procaspase-7; P55210; recombinant procaspase-7, Ac-DEVD-pNA absorbance 405 nm; D23A/D198A/D206A triple mutant, cannot self-cleave; scale: DMSO 0, 5 µM enzyme 100; actives 0.093% (n = 330,000); activation, % at 8.5 µM; AID 463210;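 active = percent activation above the screen-wide mean plus 3 SD, cut at about 25% in these data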
# Target sequence (P55210 whole entry D23A/D198A/D206A): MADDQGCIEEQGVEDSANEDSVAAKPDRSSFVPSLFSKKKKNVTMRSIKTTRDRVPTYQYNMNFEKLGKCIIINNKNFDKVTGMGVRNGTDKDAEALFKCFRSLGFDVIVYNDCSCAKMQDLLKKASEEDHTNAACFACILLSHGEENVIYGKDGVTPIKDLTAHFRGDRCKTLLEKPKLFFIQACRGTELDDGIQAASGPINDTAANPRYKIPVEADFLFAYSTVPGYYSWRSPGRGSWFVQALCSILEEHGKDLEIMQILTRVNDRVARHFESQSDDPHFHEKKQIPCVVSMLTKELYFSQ
#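 System: Procaspase-7 triple mutant (PC-7 D3A); measure: % activation from two-timepoint absorbance difference, scaled to controls; times: 1 h compound preincubation, 2 h substrate cleavage, 25 °C; also added: Ac-DEVD-pNA substrate, 400 µM as added; measured by: Epi-absorbance of released pNA at 405 nm, two timepoints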
# PP1 counter: PP1-alpha (human) inhibition in PP5 counter-screen; purified PP1alpha, OMFP fluorescence; inhibition, % at 6.7 µM; actives 0.9% (n = 320,000);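 active = inhibition above the mean inhibition of all tested compounds plus 3 SD, computed separately for each screening campaign, cut at about 15% in these data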
# Target sequence (P62136 whole entry, looked up): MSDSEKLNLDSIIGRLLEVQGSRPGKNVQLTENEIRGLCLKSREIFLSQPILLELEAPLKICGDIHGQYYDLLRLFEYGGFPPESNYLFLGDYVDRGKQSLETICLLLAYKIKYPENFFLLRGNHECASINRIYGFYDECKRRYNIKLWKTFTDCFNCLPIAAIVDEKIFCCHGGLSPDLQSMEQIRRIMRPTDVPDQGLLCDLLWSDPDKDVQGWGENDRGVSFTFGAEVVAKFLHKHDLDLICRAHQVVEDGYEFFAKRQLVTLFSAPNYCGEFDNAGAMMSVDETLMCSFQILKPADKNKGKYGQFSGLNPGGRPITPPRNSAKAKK
# Starred values were filed as active, the others as inactive; / = no result given.
# The line under a structure holds: CTSL1 counter	AHR act	PAFAH2 inh	HCV core dimer	TPT1 inhibitor	procasp3 activ	PP5 inh	proCasp7 act	PP1 counter
- COc1cc(C(=O)Nc2ccc(S(=O)(=O)Nc3ncccn3)cc2)c([N+](=O)[O-])cc1OC
    -2	0	6	-1	-3	-3	0.0	-2	-5
- Cc1ccc(C(=O)N/C(=C\c2cccs2)C(=O)NC2CCCCC2)cc1
    -1	0	0	0	-3	-3	2.6	2	-3
- CN1CCN(C(=O)c2ccccc2NC(=O)COc2ccccc2Cl)CC1
    -3	6	-1	1	-2	2	-0.3	12	-2
- CNC(=O)c1[nH]cnc1C(=O)NCC(=O)OCc1ccccc1
    -3	3	-2	2	-1	-1	2.5	-4	0
- O=C(Cc1cccs1)NNC(=O)C12CC3CC(CC(C3)C1)C2
    -23	2	7	-1	2	9	-1.5	-5	0
- CC(C)Cc1ccc(CN2CCCC(NC(=O)CCN3CCCO3)C2)cc1 (configuration not stated)
    -2	-1	6	-2	2	7	1.9	4	1
- COCCN(CC(=O)Nc1cccc(C)c1C)C(=O)c1oc2ccccc2c1C
    /	14	-4	/	/	13	/	16	/
- C/C=C/c1ccc(OC)c(OC(C)=O)c1
    -9	1	-1	-1	-3	5	1.3	3	1
- CCc1[nH]c(=O)c(C#N)c2c1CSC(C)(C)C2
    -1	-1	8	-2	-5	1	1.2	-6	-1
- CC(=O)NC(c1ccco1)c1cc(Cl)c2ccc(Cl)nc2c1O (configuration not stated)
    /	15	11	/	/	-10	1.3	-28	2
- O=C(CN1C(=O)C2CC=CCC2C1=O)Nc1nc2ccccc2s1 (configuration not stated)
    3	14	2	0	-2	-2	-0.3	7	-1
- O=C(NCCN1CCCCCC1)c1ccc(N2CCCC2=O)cc1
    5	0	4	1	0	3	-1.6	0	3
- COc1ccc(CCCc2nnc(SCC(=O)NN)o2)cc1
    2	0	4	-1	0	3	1.4	12	2
- COc1ccc(CCNC(=O)c2cc3sccc3n2C)cc1OC
    -3	-1	-3	-4	2	1	5.1	0	2
- CCOc1ccc2nc(SC(CC)C(=O)Nc3cc(C)on3)sc2c1 (configuration not stated)
    5	1	2	-4	-1	-5	4.0	-1	4
- NS(=O)(=O)c1ccc(NC(=S)NC2CCCC2)cc1
    -2	3	-4	1	-7	-24	-0.1	-14	-2
- CC(C)N1CCc2c(sc(NC(=O)c3ccc(S(=O)(=O)N4CCOCC4)cc3)c2C#N)C1
    6	0	-4	-2	127*	7	-0.8	11	-5
- O=C(CN1C(=O)c2ccccc2S1(=O)=O)Nc1ccc(S(=O)(=O)N2CCCC2)cc1
    -13	3	-2	2	0	10	3.6	0	-2
- CC1CC(C)CN(S(=O)(=O)c2ccc(NC(=O)[C@@H]3CCCN3C(=O)c3cccs3)cc2)C1 (some centres not stated)
    /	2	8	/	/	1	1.9	-4	-4
- O=C(Cn1cnc2c(nnn2Cc2ccc(Cl)cc2)c1=O)c1ccccc1
    -4	-2	-1	16	-4	9	1.6	5	-7
- Cc1nc(Nc2ccc(Cl)cc2Cl)sc1C(=O)Nc1ccccc1
    0	0	5	15	-3	5	4.3	-1	-1
- COc1ccccc1NC(=O)CC1S/C(=N/N=C2\CCCc3ccccc32)NC1=O (configuration not stated)
    4	15	4	19	-3	-12	2.3	2	1
- CCn1c(=O)cc(OCC(=O)NCc2cccs2)c2ccccc21
    -1	68*	7	4	0	0	1.2	15	-4
- CCN(CC)CCSc1nnc2c3ccccc3n(CCc3ccccc3)c2n1
    2	0	7	3	-2	2	-0.2	-6	3
- COc1cccc(N/C(=N/C(=S)Nc2ccc(C)cc2C)Nc2nc(C)cc(C)n2)c1
    2	16	4	14	1	6	-1.9	-2	-6
- CC(=O)c1ccc(NC(=O)CN2c3cccc4cccc(c34)S2(=O)=O)cc1
    /	-1	11	/	/	-3	/	0	/
- Cc1cc(C)c2cc(CN(CCCN(C)C)C(=S)NCc3ccccc3)c(=O)[nH]c2c1
    11	2	4	1	-2	-7	0.1	-14	-4
- CC(C)(C)c1ccc(OCc2ccc(C(=O)NCc3cccnc3)o2)cc1
    -1	18	11	-3	-1	-3	4.8	-3	2
- COc1ccc(C2SCC(=O)N2c2ccccc2)cc1 (configuration not stated)
    5	1	2	-2	-2	1	0.5	2	-5
- Cc1ccc(NC(CNS(=O)(=O)c2ccc(Cl)cc2)c2ccccc2)cc1 (configuration not stated)
    -2	18	9	7	-6	-7	6.9	-2	1
- O=C(NC1CCCC1)c1ccc(Cn2c(=O)[nH]c3ccsc3c2=O)cc1
    -3	4	-8	-2	-1	-5	2.8	4	-3
- COC(=O)C(O)(CC(=O)c1ccc(OC)cc1)C(F)(F)F (configuration not stated)
    2	-2	9	1	3	0	2.2	1	3
- O=C(NNC(=O)c1ccccc1Cl)c1cccnc1
    -3	3	-2	-2	0	8	1.7	4	-6
- O=C(c1ccc([N+](=O)[O-])cc1)N1CCN(Cc2ccccc2[N+](=O)[O-])CC1
    -4	-3	-6	5	-2	3	2.7	-5	1
- CN(C)c1cccc2cccc(N(C)C)c12
    1	-1	12	3	-2	-5	-2.2	-1	-4
- O=C(Cn1nc2n(c1=O)-c1ccccc1SC2)N/N=C/c1cccnc1
    2	7	4	-8	-2	-2	1.4	3	0
- CCn1cc(C(=O)N[C@H](C(=O)NCCCn2ccnc2)C(C)C)c(=O)c2cc3c(cc21)OCO3
    1	0	3	-1	-2	-7	0.1	18	0
- COc1ccc(-n2cc(-c3ccccc3)c3c(N4CC(C)OC(C)C4)ncnc32)cc1 (configuration not stated)
    1	11	-11	2	3	-1	1.3	-6	0
- CC(=O)N1N=C(c2cccc([N+](=O)[O-])c2)OC1c1ccc(Br)cc1 (configuration not stated)
    -14	5	8	5	1	5	0.3	10	1
- Cc1ccc(NS(=O)(=O)c2c(C(=O)N3CCCC3)c(C)n(C)c2C)cc1
    -1	0	-2	-6	1	2	2.6	-6	0

# Taken from above.
# Cc1cc(C)c2cc(CN(CCCN(C)C)C(=S)NCc3ccccc3)c(=O)[nH]c2c1 – procasp3 activ: -7
# O=C(Cn1nc2n(c1=O)-c1ccccc1SC2)N/N=C/c1cccnc1 – TPT1 inhibitor: -2

# (cont.)
# The line under a structure holds: CTSL1 counter	AHR act	PAFAH2 inh	HCV core dimer	TPT1 inhibitor	procasp3 activ	PP5 inh	proCasp7 act	PP1 counter
- CCOC(=O)Cn1nnc(-c2ccc(S(C)(=O)=O)cc2)n1
    -5	3	-8	-3	1	10	4.3	0	-18
- O=C(CN1CCN(S(=O)(=O)c2ccccc2)CC1)Nc1ccc(Cl)c(Cl)c1
    1	-3	-3	4	2	-4	3.3	8	-1
- COc1cccc(-n2c(-c3ccccc3)c[nH]c2=S)c1
    6	2	4	-7	-2	-17	3.7	-24	6
- Cc1ccc(NC(=S)N2CCCC2)cc1
    3	9	-2	-10	3	1	-6.2	-3	1
- COc1ccc(OCC(=O)NC2CCCN(Cc3ccc(Cl)cc3)C2)cc1 (configuration not stated)
    -2	0	-3	0	3	1	5.1	2	1
- Cc1cc(=O)[nH]c(N2CCN(C(c3ccccc3)c3ccccc3)CC2)n1
    2	1	-9	4	2	2	-0.5	10	-1
- O=C(Nc1nncs1)C1(c2ccccc2)CCCC1
    0	4	2	1	0	-3	1.2	-5	-1
- Cc1ccc(Sc2sc(=O)n(C)c2S(=O)(=O)c2ccc(C)cc2)cc1
    0	2	7	1	0	-2	-2.8	0	-2
- c1ccc(OCc2nn3c(-c4ccccn4)nnc3s2)cc1
    -1	5	-2	1	4	-14	1.0	2	-1
- CCOCCn1c(SCCc2ccccc2)nc2c1c(=O)[nH]c(=O)n2C
    -2	14	-2	6	2	-6	-2.1	-3	2
- O=C(NCC(O)c1ccc([N+](=O)[O-])cc1)C1=COCCO1 (configuration not stated)
    /	0	1	/	/	8	/	-2	/
- COCCNC(=S)N/N=C(\C)c1cccc([N+](=O)[O-])c1
    -3	4	-8	-1	2	3	2.3	-8	-4
- Cc1ccc(OS(=O)(=O)c2cn(C)c(=O)n(C)c2=O)cc1C
    4	1	3	-3	-2	-7	1.6	-5	2
- CCCS(=O)(=O)n1nc(-c2ccc(C)cc2)cc1N
    3	14	1	5	0	4	3.4	1	-2
- c1ccc(CSc2ccc(-c3cccnc3)nn2)cc1
    -4	14	2	9	9	4	-0.2	9	-5
- N#CC1=C(N)NC(=S)C(C(N)=O)C1c1ccc(Cl)cc1Cl (configuration not stated)
    -1	0	0	-6	-1	-25	-3.4	-14	3
- COc1ccc(OCC(O)CN2C(=O)NC(C)(C)C2=O)cc1 (configuration not stated)
    3	5	-3	4	1	4	-4.2	-1	-9
- O=C(Nc1ccc2c(c1)OCCO2)c1c[nH]c(=O)n(-c2ccc(F)c(Cl)c2)c1=O
    1	7	11	1	-1	3	0.8	-2	-3
- CSCC[C@H](NC(=O)[C@@H]1Cc2ccccc2CN1)C(=O)NC(C)c1ccccc1 (some centres not stated)
    2	1	5	-15	-5	0	3.2	-9	7
- Cc1ccccc1-c1nnc(SCC(=O)Nc2ccc3c(c2)OCCO3)n1N
    3	1	2	0	0	15	-1.8	-1	-5
- CCOC(=O)/C(C)=N/NC(=O)c1cccc([N+](=O)[O-])c1
    -4	10	-2	-6	2	12	-0.1	3	-4
- CCOc1ccc(NC(=O)CNC(=O)c2cccs2)cc1
    0	1	2	1	2	4	4.0	13	0
- COc1ccccc1CNCc1ccc(OC)c2ccccc12
    1	10	2	4	-2	2	3.2	4	4
- Cc1ccccc1C(=O)NNC(=O)C1CC(=O)N(Cc2ccccc2)C1 (configuration not stated)
    -5	3	9	-2	-2	2	-1.8	-3	-3
- CCCCn1nc(C(=O)Nc2ccc3c(c2)OCO3)c2ccccc2c1=O
    /	10	0	/	/	8	/	1	/
- COC(=O)[C@]1(CC(C)C)N[C@H](c2ccc(-c3ccc(C(C)=O)cc3)cc2)[C@@H]2C(=O)N(C)C(=O)[C@@H]21
    /	0	-6	/	/	-1	/	20	/
- C=CCn1c(SCc2c(C)noc2C)nnc1C1COc2ccccc2O1 (configuration not stated)
    -1	3	3	2	-2	-2	3.1	4	6
- CCC(C)NC(=O)Nc1ccc2c(c1)N(C)C(=O)c1ccccc1S2 (configuration not stated)
    -1	12	-2	0	-1	-11	-2.9	12	-2
- CC(Oc1cc2oc(=O)c3c(c2cc1Cl)CCCC3)C(=O)NCc1cccnc1 (configuration not stated)
    2	-3	1	2	1	-4	-1.3	-10	-4

# Part of the list above in order of length of the SMILES, high to low:
# The line under a structure holds: CTSL1 counter	AHR act	PAFAH2 inh	HCV core dimer	TPT1 inhibitor	procasp3 activ	PP5 inh	proCasp7 act	PP1 counter
- CCCCn1nc(C(=O)Nc2ccc3c(c2)OCO3)c2ccccc2c1=O
    /	10	0	/	/	8	/	1	/
- C=CCn1c(SCc2c(C)noc2C)nnc1C1COc2ccccc2O1 (configuration not stated)
    -1	3	3	2	-2	-2	3.1	4	6
- CCOc1ccc(NC(=O)CNC(=O)c2cccs2)cc1
    0	1	2	1	2	4	4.0	13	0
